hDAT+cocaine – changed hDAT dopamine uptake under cocaine IC80, either direction, primary screen, cocaine antagonist project, cell-based, LLC-PK1 hDAT, [14C]-dopamine uptake, MLSMR; B-score at 10 µM; LLC-PK1 hDAT cells, [14C]-dopamine uptake with cocaine IC80; actives deviate in either direction; 110,000 tested, 1.3% active; Sodium-dependent dopamine transporter (Homo sapiens), Q01959;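 active = Z score or B-score, a plate-position-corrected score, falls beyond the plate's 99.7% confidence bounds, in either direction; inactive = both scores lie inside the 99.7% bounds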;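 also: scored against the spread of the other compound wells on the same plate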
PostGolgi yeast – phenotypic screen on post-Golgi transport, primary screen; post-Golgi transport phenotypic cell assay; inhibition, % at 10 µM; 98,000 tested, 0.9% active; AID 739, 2007;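 also: yeast cells grown in 1536-well plates; yeast grown about 18 h at 30C before absorbance read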
CYP2C9 inhib – blockers of cytochrome P450 2C9 activity – biochemical, luminescence, ADME assay, primary screen. P11712. CYP2C9 Supersomes, luciferin-H conversion. inhibition, % at 5 µM. 96,000 tested, 20% active. AID 777, 2007;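 active = blocking of liver enzyme CYP2C9 beyond about 50% at 5 µM, limit read from the data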; also: values of inactives mirror those of a sister screen read the other way
CYP2C9 act – human CYP2C9 activators, primary screen, biochemical, luminescence | Cytochrome P450 2C9 (Homo sapiens), P11712 | 96,000 tested, 1.4% active | activation factor at 5 µM | recombinant CYP2C9, luciferin-H conversion; hits give high values; factor 1 = untreated enzyme, 0 = blocked;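 active = activation factor of 2 or more for CYP2C9 at a 5 µM dose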;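 also: 0 = sulfaphenazole-blocked wells and 1 = vehicle-only wells; values of inactives mirror those of a sister screen read the other way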
Pyk2 oligo antag – antagonists of Pyk2 self-association, primary screen, Q293 cells, FERM NanoBiT luminescence, HTS | Protein-tyrosine kinase 2-beta (Homo sapiens), Q14289 | hits give low values | z-score (the deposit names both 25 µM and 10 µM) | 99,000 tested, 0.83% active;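 active = Z-score of -3 or lower, scaled per plate to the spread of control and sample wells; inactive = z-score above -3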;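 also: negative z-score means lost luminescence so less FERM oligomerization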
E coli WT exp – growth inhibitors of wild-type E. coli, primary screen, strain BW25113, expanded library, OD600. growth inhibition, % at 100 µM. OD600 absorbance. 98,000 tested, 0.15% active. AID 710, 2007;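 active = growth inhibition above about 50% at one test dose, limit read from the data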;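 also: growth measured after 20 h incubation at 37 °C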
PostGolgi ctrl – growth inhibition of yeast control strain, primary screen, counter-screen for post-Golgi transport modulator project. efflux-deficient yeast background strain, growth absorbance A615, 16 h. inhibition, % at 10 µM. 98,000 tested, 5% active
PTPN22 act – LYP phosphatase activators, primary screen, biochemical, DiFMUP fluorescence, 2 µM. Tyrosine-protein phosphatase non-receptor type 22 (Homo sapiens), Q9Y2R2. recombinant LYP; 0 = plate median, 100 = signal doubled. activation, % at 2 µM. 96,000 tested, 0.11% active. AID 697, 2007;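 active = activation at 2 µM above a set limit, the mean plus 5 SD, cut at about 37% in these data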
Target sequence (Q9Y2R2 whole entry, looked up): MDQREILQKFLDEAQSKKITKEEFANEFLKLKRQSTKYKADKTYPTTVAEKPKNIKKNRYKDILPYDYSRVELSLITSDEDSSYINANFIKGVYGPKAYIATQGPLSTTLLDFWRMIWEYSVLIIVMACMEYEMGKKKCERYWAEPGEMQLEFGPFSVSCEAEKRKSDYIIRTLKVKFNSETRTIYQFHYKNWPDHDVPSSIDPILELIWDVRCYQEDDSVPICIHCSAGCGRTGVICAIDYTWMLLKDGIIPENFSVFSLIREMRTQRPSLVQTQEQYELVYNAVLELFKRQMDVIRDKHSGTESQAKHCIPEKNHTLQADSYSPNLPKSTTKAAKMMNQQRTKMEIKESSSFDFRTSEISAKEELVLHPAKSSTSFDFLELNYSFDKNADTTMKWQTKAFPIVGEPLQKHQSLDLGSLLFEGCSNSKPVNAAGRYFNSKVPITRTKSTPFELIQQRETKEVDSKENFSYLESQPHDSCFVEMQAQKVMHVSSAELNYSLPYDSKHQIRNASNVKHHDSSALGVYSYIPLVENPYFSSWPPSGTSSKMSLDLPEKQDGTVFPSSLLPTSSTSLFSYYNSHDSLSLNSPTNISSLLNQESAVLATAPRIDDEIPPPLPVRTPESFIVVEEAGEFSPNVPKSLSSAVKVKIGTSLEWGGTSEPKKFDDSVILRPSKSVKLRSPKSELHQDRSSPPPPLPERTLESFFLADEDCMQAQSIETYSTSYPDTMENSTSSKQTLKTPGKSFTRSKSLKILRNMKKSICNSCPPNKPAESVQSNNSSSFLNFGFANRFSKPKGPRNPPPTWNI
PTPN22 inh 2 – PTPN22 phosphatase inhibitors, primary screen, biochemical, DiFMUP fluorescence, 2 µM; Tyrosine-protein phosphatase non-receptor type 22 (Homo sapiens), Q9Y2R2; recombinant LYP catalytic domain; AID 640, 2007; inhibition, % at 2 µM; 96,000 tested, 0.21% active;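 active = inhibition at 2 µM at or above a set limit, the screen mean plus 3 SD, cut at about 24% in these data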;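 also: 0% = DMSO with enzyme and 100% = enzyme fully blocked by orthovanadate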
An asterisk follows results filed as active; · = not tested or not shown. Rule as the data show it, unless noted: active = inhibition above about 30%; inactive = the rest.

SMILES,hDAT+cocaine,PostGolgi yeast,CYP2C9 inhib,CYP2C9 act,Pyk2 oligo antag,E coli WT exp,PostGolgi ctrl,PTPN22 act,PTPN22 inh 2
Cc1c(NC(C)c2cc(Cl)ccc2O)c(=O)n(-c2ccccc2)n1C (centres undefined),-0.2,7,68*,0.3,1.6,3,6,-12,12
COc1cc(CNc2ccc(N3CCOCC3)c(C(=O)O)c2)ccc1OCC(N)=O,-0.36,-1,-11,1.1,-0.77,-11,5,·,·
CCOC(=O)c1nc(N)c(=O)n(-c2ccc(C)cc2)n1,-0.54,·,·,·,0.18,·,·,-9,8
COc1ccc(C(=O)OCC2CC(c3ccccc3)N(C)O2)cc1 (centres undefined),2,13,-15,1.1,-1.2,4,10,2,2
CC(=O)Nc1ccc(S(=O)(=O)NC(CC(=O)O)c2ccc(OC(C)C)cc2)cc1 (centres undefined),1.5,6,30,0.7,-0.03,0,5,-14,13
Cc1ccc2cccc(SCC(=O)N3CCOCC3)c2n1,-1.1,-2,9,0.9,0.94,3,0,8,-4
Cc1onc(-c2ccccc2)c1C(=O)NC(CC(=O)O)c1ccc(OC(C)C)cc1 (centres undefined),-0.0054,1,-5,1.1,0.24,7,1,1,0
O=C(c1ccc(N2CCCCC2)c([N+](=O)[O-])c1)N(Cc1ccccc1)c1ccccn1,-0.34,4,35,0.7,-1.5,-31,10,-10,14
CCn1nnnc1SCC(=O)Nc1nc(-c2cccs2)cs1,0.097,-5,·,·,-1.1,0,4,5,-1
CSc1ccc(-c2nc(CSCC(=O)NCCCN3CCOCC3)c(C)o2)cc1,0.21,0,29,0.7,0.65,-5,1,-9,10
CCc1ccc(CNC(=O)C(=O)NCCc2ccc(OC)c(OC)c2)cc1,0.61,·,·,·,0.4,·,·,15,-9
N=c1c2c(n(Cc3ccc(F)cc3)c3c1CCC3)CCC2,-5.2*,13,-1,1,-0.36,-1,-1,2,-4
Cn1c(C(O)c2ccccc2)nc(Cl)c1Cl (centres undefined),-0.78,2,12,0.9,0.16,14,4,·,·
CCCCN1C(=O)CCC(C(=O)O)C1c1ccccc1 (centres undefined),-0.36,5,6,0.9,0.99,-2,1,-9,11
Cc1cc(-c2ccccc2)[nH]c(=O)c1S(=O)(=O)c1ccccc1,0.32,9,-7,1.1,2,1,0,-11,13
N#Cc1ccsc1NC(=O)CN1CCCCC1,0.11,-8,-15,1.2,-0.11,13,3,5,-5
CCOc1nc(OCC)nc(N2CCC(C)CC2)n1,0.51,18,26,0.7,0.45,15,5,-1,-4
COc1ccccc1NC(=O)CSc1nnc(Cc2cccn2C)n1CCc1ccccc1,0.45,4,41,0.6,-0.72,-1,17,4,-6
COc1ccnc(Oc2ccc(F)cc2)c1C(=O)N/C=N/OCc1c(Cl)cccc1Cl,0.011,0,75*,0.3,-0.08,-8,29,-5,8
COc1ccccc1C1C(C(N)=O)=C(C)Nc2ncnn21 (centres undefined),-0.14,12,-38,1.4,-0.14,-3,10,6,-10
Cn1nc(C(F)(F)F)c(C(=O)Nc2ccc(F)cc2F)c1Sc1cccc(C(F)(F)F)c1,-0.31,18,60*,0.4,-0.74,-5,14,2,2
CCOc1c2ccc(C(=O)NCc3ccc(OC(F)(F)F)cc3)cc2nn1CC,0.16,-5,6,0.9,·,-4,-2,1,2
CCn1c(COc2ccc3c(c2)OCO3)nnc1SCC(=O)c1ccc(Cl)cc1,-0.35,-10,51*,0.5,0.8,-18,18,4,-3
Nn1c(SCC(=O)Nc2ccc3c(c2)OCO3)nnc1-c1ccncc1,·,13,22,0.8,·,5,-1,-9,4
CCOC(=O)Cc1csc(NC(=O)CSc2nnnn2-c2ccc(C)c(C)c2)n1,-0.27,·,·,·,1,·,·,5,-5
CC(=O)c1cccc(NC(=O)NC2CCCCC2)c1,0.6,25,2,1,-0.26,3,-2,3,-5
Cc1ccc(S(=O)(=O)N(C#N)c2nc(C)cc(C)n2)cc1,-1.6,-4,1,1,0.31,-2,13,-4,6
CC1CCN(C(c2ccc(N(C)C)cc2)c2nnnn2C(C)(C)C)CC1 (centres undefined),1.4,-1,23,0.8,0.41,-1,8,·,·
O=C(Nc1nc2ccccc2s1)C1CC(=O)N(c2ccccc2)C1 (centres undefined),0.65,-7,22,0.8,-0.29,24,-3,2,-3
COc1ccc(C2CC(c3cccc(Cl)c3)n3nc(N)nc3N2)cc1 (centres undefined),0.016,2,8,0.9,·,-7,-1,·,·

One compound at a time, from the list above.
Listed for CSc1ccc(-c2nc(CSCC(=O)NCCCN3CCOCC3)c(C)o2)cc1 → hDAT+cocaine: 0.21; PostGolgi yeast: 0; CYP2C9 inhib: 29; CYP2C9 act: 0.7; Pyk2 oligo antag: 0.65; E coli WT exp: -5; PostGolgi ctrl: 1; PTPN22 act: -9; PTPN22 inh 2: 10
Listed for CCn1nnnc1SCC(=O)Nc1nc(-c2cccs2)cs1 → hDAT+cocaine: 0.097; PostGolgi yeast: -5; CYP2C9 inhib: ·; CYP2C9 act: ·; Pyk2 oligo antag: -1.1; E coli WT exp: 0; PostGolgi ctrl: 4; PTPN22 act: 5; PTPN22 inh 2: -1

Going on with the list.
SMILES,hDAT+cocaine,PostGolgi yeast,CYP2C9 inhib,CYP2C9 act,Pyk2 oligo antag,E coli WT exp,PostGolgi ctrl,PTPN22 act,PTPN22 inh 2
C=CCNCCCCOc1ccc(C)cc1[N+](=O)[O-],0.067,1,7,0.9,0.71,3,-1,8,-4
COc1cccc(CC(NC(C)=O)C(=O)NC2CCN(S(=O)(=O)c3ccc4ccccc4c3)CC2)c1 (centres undefined),2.3,4,-5,1,0.49,-3,0,4,-3
CCOc1c(Br)cc(/C=C2/SC(=O)N(CC(=O)N3CCCC3)C2=O)cc1OC,·,-1,-13,1.1,2.6,-1,-6,14,-10
O=S(=O)(Nc1cccnc1)c1cccs1,0.79,-4,8,0.9,-0.23,12,0,2,-3
CCCOc1cccc(C(=O)Nc2cccnc2)c1,-0.61,1,37,0.6,0.44,-1,17,2,-5
CC(C)OC(=O)c1c(NS(=O)(=O)c2ccccc2)sc2c1CCCC2,-0.32,·,·,·,-0.49,·,·,12,-13
COc1ccc(OC)c(S(=O)(=O)Nc2cc(OC)c(Cl)cc2OC)c1,0.078,4,56*,0.4,1,6,20,4,-5
CCCCNC(=O)CC1N=C2c3ccccc3N=C(SCC(=O)Nc3ccc(OC)cc3)N2C1=O (centres undefined),1.1,6,60*,0.4,-0.56,-11,12,-15,12
CC(=O)c1ccc(OCCN2CCOCC2)cc1,1.4,-1,10,0.9,-0.14,0,4,16,-15
CCn1cc(SCC(=O)Nc2cc(C)on2)c2ccccc21,-0.12,22,14,0.9,·,8,-3,1,-2
CCCNC(=O)c1cc(C)no1,-0.089,6,2,1,1.3,8,-2,11,-12
CCc1cc(C=C(Cl)Cl)oc(=O)c1C,-0.28,5,24,0.8,1.3,14,17,-14,13
CCOC(=O)c1ccc(NCc2ccncc2)cc1,-0.0063,·,·,·,0.37,·,·,-3,1
COc1ccc(C(=O)CSc2nnc(-c3ccco3)n2CC2CCCO2)cc1 (centres undefined),-0.043,-1,24,0.8,-0.87,-2,4,6,-9
O=C(O)C1OC(C(=O)O)C2C1C(F)(F)C2(F)F (centres undefined),-0.39,13,-23,1.2,0.23,-2,2,3,-3
O=C(CCC1COc2ccccc2O1)Nc1ccc(Cl)cn1 (centres undefined),-1.4,-6,7,0.9,0.89,2,16,-2,1
COc1ccc(C(=O)NNC(=O)Cc2ccc(-c3ccccc3)cc2)cc1OC,0.41,-5,-24,1.2,1.1,3,0,3,1
CCC(C)N(NC(C)=O)c1nc(Cl)nc(NC(C)C)n1 (centres undefined),-0.18,-10,2,1,1.3,7,-2,2,2
COc1ccc(C2C(C(=O)c3ccco3)=C(O)C(=O)N2CCc2ccccc2)cc1OC (centres undefined),-2,2,33,0.7,0.08,-4,2,3,-6
O=C1CC(Nc2ccc(N3CCOCC3)cc2)C(=O)N1c1ccccc1F (centres undefined),-0.033,-1,·,·,·,-1,0,0,-3
Oc1[nH]c2ccccc2c1C1=NCCCC1,0.052,-6,2,1,0.82,4,5,2,-3
CC1=C(C(=O)Nc2ccccc2C)C2(CCCC2)C(C(N)=O)C(=O)N1 (centres undefined),-0.33,8,-17,1.2,2.7,0,6,-1,-4
Cc1ccc(-c2ccc(=O)n(CC(=O)NCc3ccco3)n2)cc1,-0.015,-11,39,0.6,-0.05,5,10,7,-3
CCOP(=O)(O)c1ccccc1OCCOc1ccccc1P(=O)(O)OCC,-0.084,2,-24,1.2,-0.11,0,3,-3,3
Nn1c(COc2ccccc2)nc2ccccc2c1=O,1.1,18,23,0.8,-0.08,3,4,6,-5
COc1ccc(S(=O)(=O)Cc2ccc(C(=O)NCc3ccco3)o2)cc1,-0.18,-5,-9,1.1,·,3,3,22,-25

Ordered by the number under hDAT+cocaine (largest number first): 5 from the list above.
| structure | hDAT+cocaine | PostGolgi yeast | CYP2C9 inhib | CYP2C9 act | Pyk2 oligo antag | PTPN22 act | PTPN22 inh 2 |
| --- | --- | --- | --- | --- | --- | --- | --- |
| CC(=O)c1ccc(OCCN2CCOCC2)cc1 | 1.4 | -1 | 10 | 0.9 | -0.14 | 16 | -15 |
| Nn1c(COc2ccccc2)nc2ccccc2c1=O | 1.1 | 18 | 23 | 0.8 | -0.08 | 6 | -5 |
| CCOC(=O)c1ccc(NCc2ccncc2)cc1 | -0.0063 | · | · | · | 0.37 | -3 | 1 |
| COc1ccc(S(=O)(=O)Cc2ccc(C(=O)NCc3ccco3)o2)cc1 | -0.18 | -5 | -9 | 1.1 | · | 22 | -25 |
| CC1=C(C(=O)Nc2ccccc2C)C2(CCCC2)C(C(N)=O)C(=O)N1 (centres undefined) | -0.33 | 8 | -17 | 1.2 | 2.7 | -1 | -4 |

Some of these compounds in order of SMILES length, descending:
SMILES,hDAT+cocaine,PostGolgi yeast,CYP2C9 inhib,CYP2C9 act,Pyk2 oligo antag,E coli WT exp,PostGolgi ctrl,PTPN22 act,PTPN22 inh 2
COc1cccc(CC(NC(C)=O)C(=O)NC2CCN(S(=O)(=O)c3ccc4ccccc4c3)CC2)c1 (centres undefined),2.3,4,-5,1,0.49,-3,0,4,-3
CCOc1c(Br)cc(/C=C2/SC(=O)N(CC(=O)N3CCCC3)C2=O)cc1OC,·,-1,-13,1.1,2.6,-1,-6,14,-10
O=C1CC(Nc2ccc(N3CCOCC3)cc2)C(=O)N1c1ccccc1F (centres undefined),-0.033,-1,·,·,·,-1,0,0,-3
CCOP(=O)(O)c1ccccc1OCCOc1ccccc1P(=O)(O)OCC,-0.084,2,-24,1.2,-0.11,0,3,-3,3
O=C(O)C1OC(C(=O)O)C2C1C(F)(F)C2(F)F (centres undefined),-0.39,13,-23,1.2,0.23,-2,2,3,-3
CCOC(=O)c1ccc(NCc2ccncc2)cc1,-0.0063,·,·,·,0.37,·,·,-3,1

From PubChem
